# Screening data from PubChem BioAssay.
# 14-3-3 Bad PPI = inhibitors of 14-3-3 zeta/Bad binding, primary screen, biochemical, TR-FRET, bovine 14-3-3 zeta | AID 781, 2007 | 14-3-3 protein zeta/delta (Bos taurus), P63103 | inhibition, % at 21.7 µM | 0.71% of 220,000 active | TR-FRET 14-3-3zeta/Dy647-pBad peptide displacement, 1 h;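 active = inhibition above about 70%, limit read from the data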;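 note: 0% = full 14-3-3 plus peptide FRET controls and 100% = background without 14-3-3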
# Target sequence (P63103 whole entry, looked up): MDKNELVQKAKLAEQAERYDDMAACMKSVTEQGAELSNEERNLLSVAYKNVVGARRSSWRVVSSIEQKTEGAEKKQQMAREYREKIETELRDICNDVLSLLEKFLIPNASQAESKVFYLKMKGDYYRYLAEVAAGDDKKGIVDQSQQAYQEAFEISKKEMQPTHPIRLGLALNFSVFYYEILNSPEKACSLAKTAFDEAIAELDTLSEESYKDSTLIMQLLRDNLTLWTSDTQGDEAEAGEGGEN
# eIF4E 4G PPI = eIF4E–eIF4G protein interaction inhibitors, primary screen, biochemical, uHTS, TR-FRET, eIF4GI fragment | inhibition, % at 21.7 µM | AID 782, 2007 | Eukaryotic translation initiation factor 4E (Mus musculus) + Eukaryotic translation … | 0.37% of 220,000 active | TR-FRET eIF4E-eIF4GI(517-606) binding, 2 h;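 note: 0% = full FRET control wells and 100% = background wells lacking eIF4GI fragment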
# Cl transport mod = KCC2 cotransporter modulators, thallium flux, primary screen, cell-based, HEK293 KCC2, FluoZin-2 fluorescence, MLSMR; B-score of Tl+ flux slope (higher = more flux/activation; lower = inhibition) at 10 µM; Solute carrier family 12 member 5 (Homo sapiens), Q9H2X9; KCC2 cells, thallium flux FluoZin-2 fluorescence; 2.2% of 190,000 active;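 active = thallium flux slope and its plate-corrected score both differing from the plate sample mean at a set confidence after two filtering rounds, in either direction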;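 note: slope of fluorescence scaled to starting intensity during 10 to 20 s after thallium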
# Rad51 HR inh = human RAD51 strand exchange inhibitors, primary screen, biochemical, fluorescence; DNA repair protein RAD51 homolog 1 (Homo sapiens), Q06609; hRad51 DNA strand exchange, fluorescence dequenching; inhibition, % at 10 µM; 0.085% of 200,000 active; AID 1385, 2008;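 active = inhibition above 40% at the single screening dose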;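 note: 0% = DMSO control wells and 100% = blanks with heterologous ssDNA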
# Target sequence (Q06609 whole entry, looked up): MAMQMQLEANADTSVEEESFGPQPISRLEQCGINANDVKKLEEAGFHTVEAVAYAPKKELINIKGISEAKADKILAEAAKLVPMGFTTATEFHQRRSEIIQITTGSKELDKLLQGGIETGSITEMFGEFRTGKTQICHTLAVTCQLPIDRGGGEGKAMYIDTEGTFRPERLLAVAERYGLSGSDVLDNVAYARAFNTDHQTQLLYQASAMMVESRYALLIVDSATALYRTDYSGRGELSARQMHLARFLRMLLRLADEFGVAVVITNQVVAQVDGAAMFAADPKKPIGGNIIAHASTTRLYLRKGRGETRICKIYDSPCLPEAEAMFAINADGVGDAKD
#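 System: human Rad51 nucleoprotein filaments preassembled on unlabelled ssDNA. Reagent: labelled 47-mer dsDNA for strand exchange. Schedule: 30-min compound preincubation and 15-min exchange, both room temperature. Measured by: FRET fluorescence dequenching, excitation 485 nm, emission 520 nm. Read-out: Fluorescence-based percent inhibition, control- and blank-normalised. Benchmarks: plate controls and plate blanks.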
# thrombin 1536 = human alpha-thrombin inhibitors, primary screen, counter-screen for coagulation protease inhibitor project, biochemical, 1536-well, fluorogenic AMC substrate. Prothrombin (Homo sapiens), P00734. Boc-VPR-AMC fluorogenic substrate cleavage. inhibition, % at 5 µM. 0.26% of 220,000 active. AID 1046, 2008;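 active = inhibition at or above 40%; inactive = inhibition below 40%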;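 note: 0% = enzyme with no compound and 100% = wells without enzyme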
#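 System: Human alpha-thrombin protein | Medium: pH 7.5 Tris (50 mM) with NaCl 150 mM, Tween 20 0.05% | Times: Enzyme reaction carried out at room temperature | Detection: AMC fluorescence, 355/460 nm | Evaluation: Percent inhibition scaled between no-compound controls and no-enzyme blanks | Benchmarks: Enzyme without compound as high, wells lacking enzyme as low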
# EBV gp42 block = Epstein-Barr virus gp42 inhibitors, primary screen, biochemical, uHTS, fluorescence polarization; inhibition, % (tested at 21.74 µM); Fluorescence polarization binding assay, mP read-out; AID 1085, 2008; 0.42% of 220,000 active; in the data active = inhibition above about 50%
# Target sequence (Q1HVG2 whole entry, looked up): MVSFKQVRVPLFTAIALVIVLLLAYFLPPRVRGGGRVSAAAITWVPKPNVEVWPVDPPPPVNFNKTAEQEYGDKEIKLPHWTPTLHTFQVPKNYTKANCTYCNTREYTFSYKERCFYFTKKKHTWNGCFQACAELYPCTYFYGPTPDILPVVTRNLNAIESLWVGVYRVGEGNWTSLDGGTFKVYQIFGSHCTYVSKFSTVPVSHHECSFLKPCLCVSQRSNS
# Furin inhibitor = human furin inhibitors, primary screen, biochemical, fluorescence intensity; purified furin, fluorogenic substrate cleavage; 0.061% of 220,000 active; inhibition, % at 30 µM; AID 463115, 2010; P09958; in the data active = inhibition above about 25%; note: inactives centre near -15
# KLK5 inh = human KLK5 protease inhibitors, primary screen, biochemical, 1536-well | inhibition, % at 5 µM | recombinant hK5, fluorogenic AMC substrate cleavage | Kallikrein-5 (Homo sapiens), Q9Y337 | AID 873, 2007 | 0.59% of 210,000 active;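 active = inhibition of 40% or more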;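 note: 0% = enzyme controls without compound and 100% = no-enzyme blanks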
# Target sequence (Q9Y337 67-293 limits assumed): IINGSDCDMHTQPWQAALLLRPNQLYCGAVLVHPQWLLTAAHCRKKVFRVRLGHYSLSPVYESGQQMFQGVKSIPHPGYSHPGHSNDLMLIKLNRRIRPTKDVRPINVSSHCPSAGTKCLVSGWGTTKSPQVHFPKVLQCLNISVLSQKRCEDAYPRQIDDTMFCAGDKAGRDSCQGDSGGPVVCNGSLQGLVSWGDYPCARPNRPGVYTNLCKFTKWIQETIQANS
# p47phox inh = p47phox/p22phox peptide binding inhibitors, primary screen, biochemical, uHTS, NADPH oxidase regulatory subunit | Neutrophil cytosol factor 1 (Homo sapiens), P14598 | fluorescence polarization, 2 h | inhibition, % at 24.7 µM | 0.53% of 220,000 active;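 note: 0% = p47phox with labelled peptide and 100% = labelled peptide alone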
# * hit, by the source's call; x = not tested or not shown; [ ] = remark or other dose.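 Rule for the calls, unless noted: active = inhibition above about 30% (limit read from the data); inactive = the rest.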
SMILES,14-3-3 Bad PPI,eIF4E 4G PPI,Cl transport mod,Rad51 HR inh,thrombin 1536,EBV gp42 block,Furin inhibitor,KLK5 inh,p47phox inh
CC(C)[C@H](NC(=O)c1ccc(F)cc1)C(=O)NC1=NCCS1,-4,-4,x,8,-9,-5,-26,0,-8
CCCCC(CC(O)COCC(C)C)C(=O)NNC(=S)Nc1ccccc1 (stereo not drawn),0[fluorescence artefact?],3,-0.055,4,-11,-18,-17,-56,-1
c1ccc(-n2nnnc2Sc2n[nH]c(-c3ccncc3)n2)cc1,-8,-5[fluorescence artefact?],x,0,-4,-12,-25,-2,-20
O=C(c1ccc(-c2nnc(Nc3cccc(Cl)c3)c3ccccc23)cc1)N1C[C@H]2C[C@H](C1)c1cccc(=O)n1C2,1[fluorescence artefact?],-17,-2.6,7,-3,17,-22[20 µM],9,-13
O=C(Cc1ccc(F)cc1)N/N=C/c1ccncc1,19,-41,0.23,10,30,-3,3,55*,-12
Cc1ccc(NC(=O)CN2CCC(NC(=O)Cc3ccccc3)CC2)cc1C,2,0,0.31,1,2,1,-7[20 µM],1,-6
Cc1[nH]c2ccccc2c1/C=N/Nc1nc(Nc2ccccc2)nc(N2CCOCC2)n1,6,10,0.11,1,-1,-16,-2[20 µM],-9,-38
CCCCn1nc(C(=O)Nc2nc3c(s2)CCCC3)c2ccccc2c1=O,2[fluorescence artefact?],21,0.033,0,-4,-19,-14,-7,-23
O=[N+]([O-])c1ccccc1/C=N/N1CCN(c2ccc(Cl)cc2)CC1,0,3,x,3,-5,6,-15[20 µM],3,-7
NC(=S)NNC(=O)c1cccc(Cl)c1,-6,2,5.6*,1,2,0,1,-3,-8
CCc1ccc2[nH]c(=O)c(C(c3nnnn3CC3CCCO3)N3CCCc4ccccc43)cc2c1 (stereo not drawn),-11[fluorescence artefact?],1[fluorescence artefact?],-0.069,0,19,8,-17,30,-24
Cc1cccc(NC(=O)c2sc(Cl)nc2C)c1C,-2,-1[fluorescence artefact?],0.013,-6,0,-11,-30,-5,-11
CCOC(=O)c1ccccc1N=N/C(C(C)=O)=C(/C)O,-2,10,-0.016,x,-1,-6,-9,-9,-9
Cc1ccc(C(=O)NCC(=O)OCC(=O)/C=C2\N(C)c3ccccc3C2(C)C)cc1C,0,2,-0.8,10,0,3,6,-8,-134
CCCC1=NCCn2cccc21,2,-4[fluorescence artefact?],0.66,5,-3,-14,-8[20 µM],13,-3
Cc1ccc(NC(=O)c2ccccc2F)cc1S(=O)(=O)N1CCCCCC1,-1,-2,-1.4,-3,2,-11,-13,-5,-11
COC(=O)C(C)(C)ONC(=O)Nc1ccc(Br)cc1,9,-1,0.064,x,8,-15,-4,6,-10
CC1CCCN(C/C=C/c2ccccc2[N+](=O)[O-])C1 (stereo not drawn),28,0,x,1,3,-22,-12[20 µM],-12,-4
Cc1c(NC(=O)c2ccc(S(=O)(=O)N3CCOCC3)cc2)c(=O)n(-c2ccccc2)n1C,0,4,1.8,13,-3,-19,-21,-2,-7
O=[N+]([O-])c1c(Nc2ccccn2)cc(Cl)c2nonc12,-1,-8,-1.9,-170,2,-14,-17,3,-8
O=C(CCCC(=O)OCC(Cl)=C(Cl)Cl)Nc1cccc(F)c1,-6,-4,-0.27,2,-4,-13,-12[20 µM],-21,-10
CS(=O)(=O)N1CCN(C(=O)COc2ccccc2)CC1,-1,0,1.8,4,-7,-12,-21,-2,2
NC(=S)n1[nH]c(-c2ccc([N+](=O)[O-])cc2)c(N=Nc2cccc([N+](=O)[O-])c2)c1=O,91*,13,-2,x,4,100*,-3,2,-2
COC(=O)c1ccccc1OCCCCN1CC(C)OC(C)C1 (stereo not drawn),11,2[fluorescence artefact?],0.00083,-2,-13,12,-6,0,-5

# An excerpt from above in order of the eIF4E 4G PPI value, high to low:
smiles	14-3-3 Bad PPI	eIF4E 4G PPI	Cl transport mod	EBV gp42 block	Furin inhibitor	KLK5 inh	p47phox inh
CCCCn1nc(C(=O)Nc2nc3c(s2)CCCC3)c2ccccc2c1=O	2[fluorescence artefact?]	21	0.033	-19	-14	-7	-23
CCOC(=O)c1ccccc1N=N/C(C(C)=O)=C(/C)O	-2	10	-0.016	-6	-9	-9	-9
COC(=O)C(C)(C)ONC(=O)Nc1ccc(Br)cc1	9	-1	0.064	-15	-4	6	-10

# (continued)
SMILES,14-3-3 Bad PPI,eIF4E 4G PPI,Cl transport mod,Rad51 HR inh,thrombin 1536,EBV gp42 block,Furin inhibitor,KLK5 inh,p47phox inh
COCCn1nnnc1C(c1cccs1)N1CCN(c2cccc(C(F)(F)F)c2)CC1 (stereo not drawn),9[fluorescence artefact?],12,-0.21,1,-6,-3,5[20 µM],-9,-3
C/C(Cc1ccccc1)=N\NC(=O)CNC(=O)c1ccc(Br)cc1,-28,0,-1.5,3,-7,-21,-16,-26,-4
Cc1nc2ccccc2nc1OCC(=O)Nc1ccc2ccccc2c1,8,-2,-0.077,10,-10,-19,2,-13,3
O=C(COC(=O)c1ccccc1NC(=O)c1ccco1)Nc1ccc2c(c1)OC(F)(F)O2,-13[fluorescence artefact?],-2,0.2,0,-2,-13,-7[20 µM],-19,-13
Cc1cc(C)nc(Sc2c(F)c(F)c(C(F)(F)F)c(F)c2F)n1,-5,2,x,9,1,-6,-25,10,3
C=C(C)Cn1c(N2CCC(Cc3ccccc3)CC2)nc2c1c(=O)[nH]c(=O)n2C,5,-2,-3.6*,2,-6,9,-10[20 µM],-16,-10
CCOc1ccc(-n2c(-c3ccc(Cl)cc3)c[n+]3c2SCC3)cc1,-5,-1,0.55,-8,-1,-4,-27,1,-1
COC(=O)c1ccc(NC(=S)N2CCN(Cc3ccc(Cl)cc3)CC2)cc1,-21,-2,-1.8,-7,5,-17,-13[20 µM],-13,-4
COc1ccc(N2CC(C(=O)Nc3ccc4c(c3)OCO4)CC2=O)cc1 (stereo not drawn),3,-3,0.69,1,-4,-10,-24,1,-4
OC(COc1ccccc1)CSc1ncn[nH]1 (stereo not drawn),1,4,x,0,1,0,-13[20 µM],-2,-7
CCCOP(=O)(OCCC)C1(Nc2ccc(C)cc2)CCCCC1,-6[fluorescence artefact?],-6[fluorescence artefact?],0.78,x,9,-10,26*[20 µM],2,-1
Cc1ccc(CN2CCSc3ccc(C(=O)NC4CCN(Cc5ccccc5)CC4)cc32)cc1,4,1,0.32,22,-2,0,-23,-19,0
COC(=O)c1c(NC(=O)C2C3CCC(C3)C2C(=O)O)sc2c1CCCCC2 (stereo not drawn),3,-2,-2.2,10,1,2,-18,-16,-8
CCCCCCCC1CC(CSC(=N)N)OC1=O (stereo not drawn),5[fluorescence artefact?],1[fluorescence artefact?],0.59,x,4,-20,-27[20 µM],2,-7
CCCCNC(=O)C(=O)c1ccccc1NC(C)=O,-8,-3[fluorescence artefact?],-0.19,3,-4,-17,-20[20 µM],-2,-2
COc1ccc(-c2cc(C(F)(F)F)nc(SCC(=O)NCc3cnn(C)c3C)n2)cc1OC,9,0[fluorescence artefact?],0.52,12,-7,-6,-14,-10,-8
COc1cccc(N2CCN(CC(=O)c3c(C)[nH]c4ccccc34)CC2)c1,-1,3,x,-7,-7,18,-24[20 µM],-2,-4
O=[N+]([O-])c1cc(S(=O)(=O)N2CCCC2)ccc1NN=C1CCCCC1,-19[fluorescence artefact?],13,1,-2,-7,9,3,-11,-9
COc1cc(-c2cc(-c3ccccc3)nc(SCC(=O)Nc3nccs3)c2C#N)cc(OC)c1OC,x,x,-0.72,1,3,x,-19[20 µM],-24,x
Cc1nnc(SCc2nc3sc4c(c3c(=O)[nH]2)CCCC4)n(N)c1=O,-4,-6,-0.098,x,-6,-22,-17,0,-2
C[N+]1(CCNC(=O)/C=N/O)CCCCC1,11[fluorescence artefact?],-5,0.073,-1,1,-110,-24,-5,-2
COC(=O)CC(NC(=O)c1ccco1)c1ccc(C(C)C)cc1 (stereo not drawn),9[fluorescence artefact?],-2,x,-7,4,25,-19[20 µM],-2,-10
C=CCNC(=S)N1CCOCC1,-10,-1,0.48,4,1,-12,-21,11,-1
COc1ccc(-c2nc(CN3CCN(c4ncnc5ccccc45)CC3)c(C)o2)c(OC)c1,-11,1,-2.8,8,-14,1,-23,0,-7
CC(C)(C)Nc1nc(Cl)nc(NCCN2CCOCC2)n1,2,-6,1.2,1,-4,3,-19,-1,-8
C=CCN=C1SCC(=O)N1S(=O)(=O)c1ccccc1,-1,10,1.2,-1,-9,-34,-14,-8,-4
Cc1ccc(CNC(=O)CS(=O)Cc2nc(-c3ccccc3C)oc2C)cc1 (stereo not drawn),3,0,-2.6,-4,-5,-2,-22,-20,-4
Cc1ccsc1/C=N/Nc1nc2ccccc2s1,-10,1[fluorescence artefact?],0.72,11,-3,8,-17,-3,-12
CCCN(Cc1nnc(-c2ccccc2Cl)o1)C(=O)c1cc([N+](=O)[O-])cc([N+](=O)[O-])c1,2,4,-0.57,17,5,4,-15,-16,-9
CC1CN(CC(O)COC2CCC(C(C)(C)C)CC2)CC(C)O1 (stereo not drawn),3,2,-0.41,-6,2,5,0,43*,-2
COc1ccc(NC(=O)CSc2ccccn2)cc1OC,72*,-3[fluorescence artefact?],0.027,3,-7,-12,-19[20 µM],-19,-10
C/C(=C\C(=O)C(F)(F)F)Nc1cc(C)cc(C)c1,9,3,x,3,0,-21,-20[20 µM],-17,-5
O=C(O)CCn1c2c(c3ccccc31)CCCC2,3,-6,-1.3,-1,-2,-6,-5[20 µM],11,-3
O=C(NCC1CCCO1)c1ccc(CNS(=O)(=O)c2ccc(F)c(Cl)c2)cc1 (stereo not drawn),-4,-1,0.0018,20,6,-14,-21,-6,2
COc1ccccc1CN1C(=O)CCC1(C)C(=O)NC1CCCCCC1 (stereo not drawn),5,-1[fluorescence artefact?],-0.36,2,-7,-16,-21[20 µM],-14,-9
Cc1ccccc1CC1S/C(=N/N=C/c2ccco2)NC1=O (stereo not drawn),2,-1,0.44,12,-4,-15,-8,-2,-6
CS(=O)(=O)N1CCN(C(=O)CCC2CCCC2)CC1,23,6,0.11,-3,6,-26,-23,32,-5
COc1ccc(Nc2nc(Cl)nc(NCc3ccco3)n2)c(OC)c1,8,3,-1.4,6,1,-3,-14[20 µM],-22,4
Cc1cc2oc(C(=O)NCc3ccc4c(c3)OCO4)c(C)c2cc1C,-3,2[fluorescence artefact?],1.5,1,-7,-13,-16[20 µM],4,-15
COc1ccc(C)cc1NC(=O)C(=O)NCc1ccncc1,-6[fluorescence artefact?],-7[fluorescence artefact?],0.5,0,-10,-5,-12,-20,-17
Cc1cc(C)cc(NC(=S)N(Cc2ccc(Br)cc2)Cc2ccc(C(=O)O)cc2)c1,-1,-3,-1.3,x,-3,7,-18,x,-2

# Rows were taken by chance; any-hit rate near 4.7%.
